# HEK293 tox = Cytotoxic Profiling in HEK 293 Cell Line of Diverse Libraries Using Quantitative High-Throughput Screening. HEK 293 viability, ATP luminescence (CellTiter-Glo), 48-72 h. Potency, µM (series often up to 115 µM), inactives show top-dose activity change, negative = cytotoxicity, actives largely listed as inhibitors. 6.6% of 94,000 active; further: potency means the concentration at half of the fitted maximal effect; nearly all actives have a fitted effect of over 60% in size
#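 ATP-coupled CellTiter-Glo luminescence served as viability read-out, recorded 10 min after reagent addition at room temperature. HEK 293 cells, 250 cells/well, had been incubated with pintool-transferred compound for 48 or 72 hr at 37 degree Celsius.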
# IP6K1 inh = Primary qHTS assay for small molecule inhibitors of Inositol hexaphosphate kinase 1 (IP6K1); Inositol hexakisphosphate kinase 1 (Homo sapiens), Q92551; IP6K1 kinase, ADP-Glo luminescence, 2 h; stronger effect = lower value; activity change, % (series mostly up to about 58 µM); 0.81% of 140,000 active; in the data active means activity change below about -25%
# Target sequence (Q92551 whole entry, looked up): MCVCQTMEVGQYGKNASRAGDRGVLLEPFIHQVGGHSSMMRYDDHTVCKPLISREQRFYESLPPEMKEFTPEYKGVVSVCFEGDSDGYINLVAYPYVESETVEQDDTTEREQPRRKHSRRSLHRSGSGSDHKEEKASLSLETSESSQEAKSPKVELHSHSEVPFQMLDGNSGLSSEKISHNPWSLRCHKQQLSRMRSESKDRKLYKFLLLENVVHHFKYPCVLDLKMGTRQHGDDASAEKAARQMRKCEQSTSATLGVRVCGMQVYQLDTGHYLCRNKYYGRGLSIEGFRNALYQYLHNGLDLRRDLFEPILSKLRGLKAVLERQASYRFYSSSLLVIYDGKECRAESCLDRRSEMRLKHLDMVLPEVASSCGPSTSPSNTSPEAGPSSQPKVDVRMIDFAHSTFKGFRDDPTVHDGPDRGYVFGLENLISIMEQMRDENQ
#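 ADP-Glo luminescence measures ADP made by human IP6K1 during a 2 h RT reaction with ATP/IP6 (mix at 1.3 mM/130 uM); top library doses 57.5 and 19.1 uM final.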
# SNCA expr inhib = Primary qHTS assay for inhibitors of alpha-synuclein gene (SNCA) expression; HEK-293 SNCA-luciferase knock-in, luminescence, 24 h; Potency, µM (highest dose often 57.2 µM), for inactives: top-dose activity change, negative = inhibition, actives largely listed as inhibitors; 0.17% of 140,000 active;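 further: potency means the concentration at half of the fitted maximal effect; plate controls were DMSO cells for no effect and cell-free wells for full effect; nearly all actives have a fitted effect of over 45% in size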
# HEK293 viab = GF-AFC viability counterscreen for inhibitors of alpha-synuclein gene (SNCA) expression | Potency, µM (titrated, usually from 57.1 µM), for inactives: at the highest dose activity change, negative = cytotoxicity, actives largely listed as cytotoxic | 0.12% of 150,000 active | HEK-293-SNCA-luc viability, GF-AFC fluorescence, 24 h;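 further: potency means the concentration at half of the fitted maximal effect; 0% = DMSO-treated cells and -100% = medium-only wells without cells; nearly all actives have a fitted effect of over 30% in size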
#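 Cytotoxicity counterscreen: after 24 h compound treatment of genome-edited SNCA-luciferase HEK-293 cells, live-cell protease substrate GF-AFC read by fluorescence after 30 min; activity scaled between DMSO (0%) and medium-only (-100%), curves Hill-fitted.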
# Luciferase inh = Firefly luciferase inhibition profiling of diverse chemical library using quantitative high-throughput screening; Potency, µM (top dose mostly 115 µM), inactives show top-dose activity change, negative = inhibition, usual class: inhibitors; purified P. pyralis luciferase, luminescence, biochemical; AID 1347043, 2019; 2.5% of 76,000 active; further: potency means the concentration at half of the fitted maximal effect; nearly all actives have a fitted effect of over 65% in size
#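 Luminescence read by CCD imager after adding enzyme (10nM final) to wells holding compound, titrated in qHTS. Substrates 10uM each D-luciferin and ATP; buffer 50mM Tris acetate pH 7.5, 10mM Mg acetate, Tween-20, BSA.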
# NIH3T3 tox = Cytotoxic Profiling in NIH 3T3 Cell Line of Diverse Libraries Using Quantitative High-Throughput Screening. NIH 3T3 viability, CellTiter-Glo ATP luminescence, 48-72 h. Potency, µM (highest dose often 96.7 µM), inactives show at the top dose activity change, negative = cytotoxicity, actives largely listed as inhibitors. 4.3% of 94,000 active; further: potency means the concentration at half of the fitted maximal effect; nearly all actives have a fitted effect of over 55% in size
#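 Luminescent ATP readout (CellTiter-Glo, 10 min RT) after 48 or 72 hr compound exposure of NIH 3T3 cells seeded at 400 cells/well in 1536-well format; quantitative HTS.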
# GPT2 inhibitor = Primary qHTS assay for inhibitors of Glutamate pyruvate transaminase 2 (GPT2); Alanine aminotransferase 2 (Homo sapiens), Q8TD30; Recombinant GPT2, coupled pyruvate oxidase/HRP Amplex Red fluorescence; Potency, µM (highest dose often 57.7 µM), for inactives: at the highest dose activity change, negative = inhibition, actives largely listed as inhibitors; 0.25% of 100,000 active; AID 1671188, 2021; further: potency means the concentration at half of the fitted maximal effect; nearly all actives have a fitted effect of over 60% in size; many of its hits are not listed in these tables
# Target sequence (Q8TD30 whole entry, looked up): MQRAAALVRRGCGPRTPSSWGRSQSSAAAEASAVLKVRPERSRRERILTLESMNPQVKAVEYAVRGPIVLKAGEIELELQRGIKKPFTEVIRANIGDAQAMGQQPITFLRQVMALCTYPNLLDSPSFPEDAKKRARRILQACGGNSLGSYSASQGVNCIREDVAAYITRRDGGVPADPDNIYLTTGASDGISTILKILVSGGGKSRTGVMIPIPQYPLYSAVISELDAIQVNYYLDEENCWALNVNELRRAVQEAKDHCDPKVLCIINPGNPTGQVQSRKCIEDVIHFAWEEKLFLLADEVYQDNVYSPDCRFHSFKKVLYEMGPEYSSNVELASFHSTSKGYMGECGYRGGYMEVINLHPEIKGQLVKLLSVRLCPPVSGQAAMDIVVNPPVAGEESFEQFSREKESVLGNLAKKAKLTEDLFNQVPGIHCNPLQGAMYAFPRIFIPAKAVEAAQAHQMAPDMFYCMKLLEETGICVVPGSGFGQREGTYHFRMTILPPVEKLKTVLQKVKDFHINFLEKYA
#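 Fluorescence read-out: pyruvate from GPT2 turnover coupled to pyruvate oxidase, HRP and Amplex Red (0.2mM ThPP, 0.2U/mL PO and HRP, 50uM Amplex final). Substrates 250uM a-KG, 2mM L-alanine; enzyme 10ng/uL; 30 min RT.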
# An asterisk follows results filed as active; i = inactive; ? = inconclusive; . = no result given; & = joins results of further samples; ! = not confirmed by another sample; [ ] = remark or other dose. Unless noted, the call rests on the fitted dose curve; in most records, active means well fitted curve in the direction sought with a large enough effect; inconclusive means small, poorly fitted or top-dose-only effect, or another doubt; inactive means no such curve, though single readings can be large; an effect the other way counts as inactive or inconclusive. Unless noted, on the % scale 0 is the no-effect control and ±100 the full control effect. An excerpt. The share of hits here may be higher or lower than overall.
# Every second line gives: HEK293 tox | IP6K1 inh | SNCA expr inhib | HEK293 viab | Luciferase inh | NIH3T3 tox | GPT2 inhibitor
CCOc1cccc(CNC(=O)C2CCN(c3cn[nH]c(=O)c3)C2)c1 (stereo not drawn)
  -1% | 15 | -24% | 9% | 1% | -10% | 3%
COc1ccc(-c2ccc(COc3ccc4c(cnn4CCC(=O)O)c3)cc2)c(Cl)c1
  ? | 4 | 3%[87.6 µM] | 5%[87.6 µM] | ? | -18%[138 µM] | -2%[88.5 µM]
COc1ccc(C(=O)N2CCCC3(CC(c4cccnc4)=NO3)C2)cc1 (stereo not drawn)
  -3% | 23 | 3% | -4% | . | -18% | i
Cc1oc2c(c1C(=O)N1CCOCC1)CN(Cc1cccnc1)CC2
  -28% | 4 | 3% | -15% | -13% | -9% | -33%
CCOc1ccc(NC(=O)Cn2c(=O)cc(C)c3c(C)nn(-c4ccc(CC)cc4)c32)cc1
  . | 36 | 39%[activator] | 7% | . | . | .
Cc1ccc(S(=O)(=O)NC[C@H]2OC[C@@H](NCc3cccnc3)[C@@H]2O)cc1
  4%[172 µM] | -3 | 44%[activator][87.6 µM] | 14%[87.6 µM] | -16%[172 µM] | -5%[174 µM] | 3%[88.5 µM]
Cc1ccc(C)c(S(=O)(=O)N2CCC(CC(=O)NCc3ccccc3)C2)c1 (stereo not drawn)
  ? | 4 | 8% | -6%[12.5 µM] | -1% | -20% | i
Cc1cccc(NS(=O)(=O)c2ccc(-n3cccn3)cc2)c1C
  . | 18 | -4% | 4% | . | . | .
CC(C)(C)C(=O)Nc1nc2c(s1)C[C@@H]1[C@](C)(CO)[C@H](O)CC[C@@]1(C)[C@@H]2CC(=O)NCCN1CCOCC1
  5% | -14 | -16% | 2% | 6% | i | i
Cc1ccc(C2Cn3nnc(-c4noc(CNC(=O)c5ccccc5)n4)c3CO2)cc1 (stereo not drawn)
  -8% | 8 | 5% | 6% | -5% | -6% | i

# (continued)
# Every second line gives: HEK293 tox | IP6K1 inh | SNCA expr inhib | HEK293 viab | Luciferase inh | NIH3T3 tox | GPT2 inhibitor
Fc1c(Cl)cccc1Nc1ncncc1-c1nc(-c2ccccc2)no1
  i | -11 | ? | 2% | 0% | -1% | i
COc1ccc(-c2noc(-c3cccnc3N3CCN(c4ccc(OC)cc4)CC3)n2)cc1
  . | -15 | 18% | 17% | . | . | .
CCC(=O)N1CCC(OC2CCN(Cc3cccnc3)CC2)CC1
  3% | -7 | 3% | 6% | 8% | i | i
O=C1NCCCc2[nH]c(-c3cc(-c4cccc(F)c4)no3)nc21
  -34% | 13 | 16% | 2% | 2.8µM* | -29% | i
O=C([C@@H]1C[C@H](Oc2cccnc2)CN1C(=O)c1n[nH]c(=O)c2ccccc12)N1CCCC1
  i | 14 | 10% | -7% | -1% | -1% | ?
Fc1ccccc1CNC[C@H]1Cn2cc(-c3ccccc3)nc2CO1
  ? | -5 | 75%[activator][87.6 µM] | 4%[87.6 µM] | 63µM* | -28%[138 µM] | -3%[88.5 µM]
CCCc1ccc(S(=O)(=O)N2C[C@@H]3C(=O)N(C(CC)c4cccs4)C(=O)[C@@H]3C2)cc1 (stereo partly drawn)
  ? | 3 | -21% | 2% | -4% | -25% | i
O=C(NCCCN1CCCCC1)c1ccc2c(c1)sc1nc(-c3ccc(F)cc3)cn12
  . | 18 | -51% | ? | . | . | .
CCOC(=O)c1cc(NC(=O)c2ccc(C)cc2)c(=O)n2c1oc1ccccc12
  . | -9 | 3% | 20% | . | . | .
Cc1nnc2ccc(N3CCN(C(=O)c4ccc(F)cc4)CC3)nn12
  -28%[172 µM] | 12 | . | . | . | ? | .

# Next records follow:
smiles | HEK293 tox | IP6K1 inh | SNCA expr inhib | HEK293 viab | Luciferase inh | NIH3T3 tox | GPT2 inhibitor
C/C=C/CCC1Cc2cc(O)c(CCCC)c(O)c2C(=O)O1 (stereo not drawn) | . | -10 | . | -12% | . | . | ?
O=C(Cn1nc2c(cc1=O)CCCCC2)Nc1nc2ccccc2s1 | ? | 16 | -17% | -11% | -25% | -7% | i
CC(C)NC(=O)C[C@@H]1C[C@H]2O[C@H](CNC3CCN(C)CC3)[C@@H](O)[C@H]2O1 | i | -7 | 4%[87.6 µM] | 2%[87.6 µM] | 1%[172 µM] | -1%[174 µM] | -4%[88.5 µM]
O=c1oc2ccccc2cc1-c1cn2cc(Cc3cc(Cl)ccc3Cl)sc2n1 | . | 1 | -3% | 14% | . | . | .
O=C(c1nc2cccnc2n(C2CCCC2)c1=O)N1CCN([S+](=O)([O-])c2ccccc2)CC1 | -25% | -7 | 6% | -4% | . | -25% | i
CN(C)C[C@@H]1CN(C)C[C@H]1NC(=O)CCCc1ccccc1 | -3% | -9 | 9% | 3% | -16% | -10% | 0%
Cc1nn(-c2ccccc2)c2c1C(C1CC1)N(C1CCN(C(=O)C3CCCC3)C1)C2=O (stereo not drawn) | ? | 7 | . | . | . | ? | .
Cc1nc(C)c(C(=O)N2CCC(c3noc(-c4cnccn4)n3)C2)s1 (stereo not drawn) | -8% | -7 | -24% | 5% | 6% | -9% | i
O=C(CC1CCCN(c2cn[nH]c(=O)c2)C1)NCCC1=CCCCC1 (stereo not drawn) | 2% | 7 | 9% | -17% | -11% | -22% | ?
Cc1c(-c2nnc(SCC(=O)Nc3ccc(Cl)cc3)o2)nnn1-c1ccc(F)cc1 | . | 14 | 38%[activator] | -3% | . | . | .
Cc1ccc(CCNC(=O)c2cc3c(=O)[nH]c(C)cn3n2)cc1 | -6% | -5 | 86%[activator] | 6% | ? | -10% | -1%
COc1ccc(-c2cc3c(=O)n(CCNC(=O)Cc4cccs4)ccn3n2)cc1 | ? | 4 | 5% | -8% | 8.9µM* | ? | i
CCC(Sc1nc2ccccc2c2nc(-c3ccccc3)nn12)C(=O)Nc1cccc(OC)c1 (stereo not drawn) | . | 14 | 24% | -7% | . | . | .
CC(CN(C)C)C(C)(O)Cc1ccc(Cl)cc1 (stereo not drawn) | . | 13 | 28%[25.6 µM] | -10%[23.9 µM] | . | . | -8%
Cc1cccc(C(=O)N2CC(N(CC3CC3)C3CCOCC3)C2)c1 | -9% | -1 | 9% | -7% | 0% | i | i
CC(C)CNC1(Cc2cc(-c3ccc(F)cc3)on2)COC1 | ? | -12 | 3%[87.6 µM] | 2%[87.6 µM] | 2%[172 µM] | -25%[138 µM] | -6%[88.5 µM]
Cc1ccc2c(c1)nc1n2[C@@H](CNC(=O)NC(C)C)COC1 | -2%[172 µM] | 8 | 12%[87.6 µM] | -10%[87.6 µM] | 0%[172 µM] | -1%[138 µM] | -4%[88.5 µM]
c1ccc(CC2=NOC3(CCN(C4CCCCC4)CC3)C2)cc1 | -16% | -6 | -3% | -7% | . | -14% | -5%
CS(=O)(=O)N(C1CCNCC1)C1CCOCC1 | 9% | -11 | 7% | 4% | -4% | i | 1%
CCc1ccc(NC(=O)N(Cc2ccc(C)cc2)Cc2cccn2-c2nnc(N3CCCC3=O)s2)cc1 | . | -7 | 16% | 13% | . | . | .

# Compounds from the list above containing an NH in an aromatic ring:
smiles | HEK293 tox | IP6K1 inh | SNCA expr inhib | HEK293 viab | Luciferase inh | NIH3T3 tox | GPT2 inhibitor
CCOc1cccc(CNC(=O)C2CCN(c3cn[nH]c(=O)c3)C2)c1 (stereo not drawn) | -1% | 15 | -24% | 9% | 1% | -10% | 3%
O=C1NCCCc2[nH]c(-c3cc(-c4cccc(F)c4)no3)nc21 | -34% | 13 | 16% | 2% | 2.8µM* | -29% | i
O=C([C@@H]1C[C@H](Oc2cccnc2)CN1C(=O)c1n[nH]c(=O)c2ccccc12)N1CCCC1 | i | 14 | 10% | -7% | -1% | -1% | ?
O=C(CC1CCCN(c2cn[nH]c(=O)c2)C1)NCCC1=CCCCC1 (stereo not drawn) | 2% | 7 | 9% | -17% | -11% | -22% | ?
Cc1ccc(CCNC(=O)c2cc3c(=O)[nH]c(C)cn3n2)cc1 | -6% | -5 | 86%[activator] | 6% | ? | -10% | -1%

# The list goes on.
smiles | HEK293 tox | IP6K1 inh | SNCA expr inhib | HEK293 viab | Luciferase inh | NIH3T3 tox | GPT2 inhibitor
O=C(Cn1ncc2c1-c1ccccc1OC2)N1CCN(c2ccccc2F)CC1 | . | 26 | 53%[activator] | 3% | . | . | .
CC(C)Cc1cc(C[C@@H]2C[C@H](NC(=O)C(C)(C)C)C2(C)C)no1 | ? | 7 | 44%[87.6 µM] | -6%[87.6 µM] | 12%[172 µM] | -23%[138 µM] | -9%[88.5 µM]
Cc1ccc2nc(C3CCN(Cc4ccccc4)CC3)[nH]c(=O)c2c1 | -7% | 9&-14 | 7%&-14% | 3%&6% | 7% | 3% | 1%
CC1(O)CCCN(c2ncc(C(C)(C)C(=O)O)c(N3CCOCC3)n2)C1 (stereo not drawn) | -14% | 10 | 25% | 3% | -1% | -20% | ?
CC(CNCc1cccnc1N1CCOCC1)Cc1ccc2c(c1)OCO2 (stereo not drawn) | -29% | 0 | 24% | 8% | 0% | -14% | 3%
O=Cc1ccc(-c2cccc(O)c2)cc1 | ? | -18 | -24%[87.6 µM] | 4%[87.6 µM] | . | ? | -5%[88.5 µM]
O=C(CCSCc1cnn(-c2ccccc2)c1-n1cccc1)NCc1ccc(Cl)cc1 | . | -20 | -26% | 1% | . | . | .
COc1ccccc1-c1ccc(CN2CCC(NC(=O)C3CCCCC3)C2)cc1 (stereo not drawn) | ? | 8&12 | . | . | . | 32µM*! | .
COc1ccc2c(c1)c(CC(=O)Nc1cc(C)c(OC)c(C)c1)c(C)n2C(=O)c1ccc(Cl)cc1 | . | -1 | -13% | -2% | . | . | .

# High-throughput results from PubChem BioAssay.
